Abeta rescue: compounds reversing amyloid beta toxicity in yeast | Potency, µM (doses to about 46.1 µM), for inactives: at the top dose growth rescue, most hits filed as activators | actives 0.063% (n = 410,000) | AID 1347071 | yeast expressing A-beta42, growth rescue, OD600, 48 h; response scale: 0% DMSO, 100% iron-clioquinol control; further: potency means the concentration at half of the fitted maximal effect; nearly all actives have a fitted effect of over 55% in size
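Yeast growth medium received pinned compounds, then yeast cells expressing toxic A-beta were added; plates incubated at 30 C for 48 hr. Growth read as absorbance at 600 nm, normalized to DMSO and equimolar FeCl3 plus clioquinol controls.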
TGFb inhibitor: blocks TGF-b signaling; Potency, µM (series often up to 46.1 µM), for the others: at the top dose activity, negative = inhibition, most hits filed as inhibitors; AID 588855; HepG2 CAGA-GFP TGF-b/SMAD3 reporter, GFP fluorescence, 18 h; TGF-beta stimulated, 500 pg/mL final; actives 1.2% (n = 410,000); further: potency means the concentration at half of the fitted maximal effect; on the % scale 0 is the no-effect control and ±100 the full control effect; nearly all actives have a fitted effect of over 65% in size
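Per well, imaged GFP fluorescence of HEPG2 CAGA-GFP cells gives the signal; cells get compound, then TGF-beta (500 pg/mL final), 18 h at 37 degrees C; %Activity versus -TGF-beta and +DMSO controls.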
Mm-Cpn inhibitor: inhibitors of Methanococcus maripaludis chaperonin (MmCpn). Potency, µM (titrated, usually from 76.9 µM), without a hit: top-dose activity, negative = inhibition, usual class: inhibitors. purified Mm-Cpn ATPase, ADP Transcreener TR-FRET. actives 0.031% (n = 330,000). AID 504842; further: potency means the concentration at half of the fitted maximal effect; on the % scale 0 is the no-effect control and ±100 the full control effect; nearly all actives have a fitted effect of over 80% in size
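Purified archaeal chaperonin (25 nM final) was preincubated with compound for 10 min at 37°C, then ATP (10 uM final) was added for 30 min at 37°C in Tris pH 7.4/KCl/MgCl2/DTT buffer. ADP was quantified by HTRF Transcreener TR-FRET.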
CCT modulator: cytosolic chaperonin activity modulation. activity change, % (test concentration not listed), hits read low. purified chaperonin ATPase assay, HTRF ADP detection, 30 min. actives 0.3% (n = 360,000); in the data active means activity change below about -30%; further: on the % scale 0 is the no-effect control and ±100 the full control effect
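First, chaperonin was dispensed at 40 nM or 20 nM final depending on batch activity. Next, compounds were pinned at 76 uM and ATP added at 10 uM. After 30 min at 37 °C, ADP detection reagents ran 30 min at ambient temperature.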
A549 viability: counter-screen for Nrf2 inhibitors: cytotoxicity in A549 cells; A549 ARE-Fluc cells, CellTiter-Fluor viability, 18-24 h; Potency, µM (series often up to 46 µM), inactives show at the top dose activity change, negative = cytotoxicity, usual class: inhibitors; actives 0.16% (n = 390,000); AID 504648; further: potency means the concentration at half of the fitted maximal effect; on the % scale 0 is the no-effect control and ±100 the full control effect
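Cytotoxicity counterscreen: CellTiter-Fluor fluorescence was measured in A549 ARE_Fluc cells after 18-24 h of compound exposure in a concentration series. The subsequent BugLite luminescent read reports ARE-luciferase activity.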
Nrf2 inh: inhibitors of Nrf2 signaling. actives 2.1% (n = 360,000). A549 ARE-Fluc reporter, luciferase luminescence, 18-24 h. Potency, µM (doses to about 46 µM), for the others: top-dose activity change, negative = inhibition, most hits filed as inhibitors; further: potency means the concentration at half of the fitted maximal effect; on the % scale 0 is the no-effect control and ±100 the full control effect; nearly all actives have a fitted effect of over 60% in size
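A549 ARE_Fluc cells (5000/well, 5% FBS OPTI-MEM) pre-incubated 2 h, then treated with compounds 18-24 h at 37C/5% CO2 in concentration-response. CellTiter-Fluor viability read first; BugLite luciferase luminescence after 15 min at room temperature gives Nrf2 activity.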
Akt phos inh: inhibitors of Akt phosphorylation | Neuro2A IGF-stimulated pAkt S473 HTRF, 20 min; active compounds read low | activity change, % for hits at 50 µM | actives 0.32% (n = 360,000) | AID 651550; in the data active means activity change below about -80%; inconclusive means mostly about -51% to -80%; further: on the % scale 0 is the no-effect control and ±100 the full control effect
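Neuro2A cells (4,500/well, DMEM with 0.5% FBS) were treated with compound at a single 50 µM final concentration, stimulated with 6 nM IGF for 20 min at 37 °C, and lysed. Phospho-Akt Ser473 was read by HTRF as 665/615 ratio ×10^4.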
HepG2 tox: counter-screen for TGF-b inhibitors: cytotoxicity in HepG2 cells; HepG2 CAGA-GFP viability, ATP luminescence, 18 h; Potency, µM (titrated, usually from 46.1 µM), for inactives: at the top dose activity change, negative = cytotoxicity, usual class: cytotoxic; actives 0.76% (n = 410,000); AID 588856; further: potency means the concentration at half of the fitted maximal effect; some results filed as inactive show a strong effect at the top dose
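HepG2 CAGA-GFP cells (1000/well, DMEM with 1% FBS) received compound, then TGF-beta at 500 pg/mL final, and were incubated 18 hours at 37 degrees C. Viability was read by CellTiter-Glo luminescence. Media-only wells were set as complete cell-killing and DMSO as no toxicity.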
Nrf2 ARE act: activators of Nrf2 (ARE) signaling; actives 0.31% (n = 410,000); Potency, µM (doses to about 46.1 µM), inactives show at the top dose activation, hits mostly activators; AREc32 ARE-luciferase reporter (MCF7-derived line), luminescence, 24 h; further: potency means the concentration at half of the fitted maximal effect; % of control where 0% means no effect; nearly all actives have a fitted effect of over 65% in size
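For detection, Steady-Glo was added and plates sat 30 min at RT; before that, AREc32_Fluc cells grown overnight in OPTI-MEM/5% FBS had been treated with 23 nL compound for 24 hr at 37 deg C.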
* hit, by the source's call; i = inactive; ? = inconclusive; . = not tested or not shown; [ ] = remark or other dose. Unless noted, the call rests on the fitted dose curve; in most records, active means well fitted curve in the direction sought with a large enough effect; inconclusive means small, poorly fitted or top-dose-only effect, or another doubt; inactive means no such curve, though single readings can be large; an effect the other way counts as inactive or inconclusive.

Below each SMILES – Abeta rescue, TGFb inhibitor, Mm-Cpn inhibitor, CCT modulator, A549 viability, Nrf2 inh, Akt phos inh, HepG2 tox, Nrf2 ARE act
1	O=C(Nc1ccc(Oc2ncnc3cc(Cl)ccc23)nc1)c1cccs1
→ -4%, -14%, -2%, -0.8, -2%, ?, i, -20%, -0.5%
2	O=C1COc2ccc(S(=O)(=O)CCC(=O)N3CCN(c4ccccc4)CC3)cc2N1
→ 6%, 3%, -9%, 0.0, -3%, 2%, i, 5%, -0.4%
3	Nc1nnn(CC(=O)N/N=C/c2ccccc2)n1
→ -4%, 4%, -1%, 0.6, 4%, 19%, i, 4%, -0.4%
4	Cc1ccc(/C=C/c2nnc(-c3ccccc3)o2)cc1
→ 13%, 20%, -1%, -2.6, -2%, ?, i, -11%, -0.7%
5	Cc1ccc(OCCn2c(C3CC(=O)N(Cc4ccc(F)cc4)C3)nc3ccccc32)c(C)c1 (stereo not drawn)
→ -17%, ?, ., ., -1%, 23µM*, ., 18µM*, -4.1%
6	Cc1nc(-c2ccc(Cl)cc2)sc1C1(C)CC(c2ccc(Cl)cc2)=NO1 (stereo not drawn)
→ 7%, -3%, ., -1.6, -1%, -3%, i, 0%, -1.1%
7	Cc1csc(CNC(=O)c2cc(COc3c(C)cccc3C)on2)n1
→ 15%, -1%, -4%, -0.7, 2%, 25%, i, 0%, 2.7%
8	COc1ccc([C@@H]2[C@@H]3C(=O)N(C(C)(C)C)C(=O)[C@@H]3[C@]3(Cc4ccc(Cl)cc4)C(=O)N(c4ccc(Br)cc4)C(=O)N23)cc1
→ 7%, -29%, -2%, -1.5, -6%, -26%, i, -3%, 4.2%
9	Nc1nc(N)c2ncn(C3C=CC(CO)C3)c2n1 (stereo not drawn)
→ -5%, 4%, ., -0.9, ., ., i, -17%, -1.0%
10	CC1CCN(C(=O)Cn2cc(C(F)(F)F)ccc2=O)c2ccccc2S1 (stereo not drawn)
→ 2%, -22%, 1%, -0.2, -1%, ?, i, 11%, -0.4%
11	CC(=O)c1c(C)[nH]c(C(=O)Nc2ccc(F)c(F)c2F)c1C
→ -12%, -26%, -21%, -0.6, 3%, 2%, i, -6%, 4.1%
12	COc1ccccc1-n1c(SCC(=O)Nc2cccc(C(=O)O)c2)nnc1-c1ccccc1C
→ -1%, 0%, 0%, -5.6, -6%, 0%, i, 1%, -0.5%
13	Cn1c(NCc2ccccc2)nc2cc(-c3ccccc3)sc2c1=O
→ -15%, -5%, ., -1.5, ., ., i, -9%, 26%
14	Cc1ccc(C(=O)N2CCCC(C(F)(F)F)C2)cc1S(=O)(=O)N1CCCCC1 (stereo not drawn)
→ 5%, 0%, 0%, -2.9, -5%, -16%, i, 3%, -0.5%
15	COc1ccccc1N1CCN(C(=O)CN2C(=O)C3CCCCC3C2=O)CC1 (stereo not drawn)
→ -9%, -5%, 2%, -1.5, 2%, 3%, i, 9%, 0.7%
16	CCOC(=O)C1CCN(C(=O)COc2ccc(S(=O)(=O)N3CCCC3)cc2C)CC1
→ 12%, 14%, 4%, -1.5, -5%, 1%, i, 10%, -0.3%
17	c1ccc2nc3c(nc2c1)CCCC3
→ -12%, 5%, -16%, -0.5, 2%, 2%, i, 4%, -0.5%
18	Cc1ccc(NC(=O)CN2CCN(c3ccccc3F)CC2)cc1F
→ 4%, -15%, ., ., 0%, ., ., -8%, -0.3%
19	COc1ccc2nc(N3CCC(O)CC3)c(C#N)cc2c1
→ -12%, 2%, -1%, -0.8, ?, 13%, i, -19%, -0.6%
20	Cc1cc(SCC(=O)c2ccc(O)c(O)c2)n2nc(C)c(-c3ccccc3)c2n1
→ -4%, 18µM*, 0%, -0.4, -18%, ?, i, -28%, -0.5%
21	COc1ccccc1CN(C)C(=O)CSCC(=O)Nc1ccccc1F
→ 18%, -16%, 0%, -1.6, 0%, -3%, i, -2%, 0.0%
22	O=S(Cc1ccc(Br)cc1)Cc1nnc(SCc2c(F)cccc2Cl)n1-c1ccccc1 (stereo not drawn)
→ 19%, ?, -3%, -0.4, ?, ?, i, -13%, 2.6%
23	Cc1ccc(-n2c(=O)c3c4c(sc3n(CC(=O)Nc3ccccc3C)c2=O)CCCCC4)cc1C
→ -8%, 3%, ., ., 4%, 15%, ., 2%, 0.0%
24	O=C1c2ccccc2C(=O)N1CC(=O)N1c2ccccc2CCc2ccccc21
→ -6%, -10%, 1%, -3.1, 0%, 0%, i, -1%, -0.2%
25	Cc1ccc(OCCCCN2CCC(C)CC2)cc1
→ -11%, 7%, 3%, 0.4, 1%, ?, i, 0%, 0.6%
26	O=C(NCc1ccc(Cl)cc1)C(=O)NCC1OCCN1C(=O)c1cccs1 (stereo not drawn)
→ 1%, 1%, 1%, -2.1, 0%, 3%, i, 12%, 0.5%
27	COc1ccc(-c2nc3scc(-c4ccc(OC)c(OC)c4)c3c(=O)o2)cc1
→ 6%, 10%, -2%, -3.5, -9%, ?, i, -4%, -0.2%
28	Cc1cc(=O)[nH]c(Nc2cccc(F)c2)n1
→ ?, 6%, -1%, 1.0, -2%, -11%, i, -3%, -0.5%
29	CC(C)(C)N(Cc1cc2ccccc2[nH]c1=O)C(=O)c1ccco1
→ -1%, 16%, 2%, -3.2, 0%, -28%, i, 4%, -0.7%
30	COC(=O)C1=C2SC(C)C(=O)N2C(N)=C(C#N)C1c1ccc(OC)c(OC)c1 (stereo not drawn)
→ 2%, 14%, 1%, -1.2, -2%, 14%, ., -4%, -0.9%
31	Cc1ccc(NC(=O)C2CCN(S(=O)(=O)c3ccc4ccccc4c3)CC2)nc1
→ 12%, -9%, 0%, -0.7, -10%, -14%, i, -25%, 2.7%
32	CN(C)S(=O)(=O)N1CCC(Oc2cccc(C(=O)NC3CCCCC3)c2)CC1
→ 2%, -16%, -2%, -1.2, -13%, ?, i, -26%, -0.4%
33	Cc1ccc(C(=O)COC(=O)CNC(=O)CNC(=O)c2ccc(C)cc2)cc1
→ 15%, -2%, 4%, 1.4, -5%, 25%, i, 8%, 0.4%
34	O=C(NC(=S)NCc1cccnc1)c1cc(Br)ccc1Cl
→ 22%, -13%, 0%, -2.1, 4%, ?, i, -15%, 8.0%
35	CCC(=O)NC(=S)Nc1cccc(NC(=O)c2ccccc2Cl)c1
→ 5%, -9%, -1%, 0.1, 7%, -13%, i, -20%, 0.2%
36	CC1c2ccccc2-c2ccccc2N1C (stereo not drawn)
→ -1%, ?, ., 1.1, 0%, ?, i, 2%, 2.8%
37	Cc1ccc(-n2c(N)c(C(=O)Nc3ccccc3F)sc2=S)cc1C
→ 2%, -14%, 2%, -1.3, 10%, -25%, i, -21%, 2.0%
38	CCc1ccccc1OCC(=O)Nc1ccc(S(=O)(=O)Nc2nc(C)cc(C)n2)cc1
→ -4%, -21%, ., ., 0%, -16%, ., -31%, -0.3%
39	Cc1ccc(C2=NS(=O)(=O)N(C)C(C(=O)NCc3ccc4c(c3)OCO4)=C2)cc1
→ 3%, -26%, 1%, -1.4, -13%, -2%, i, -27%, 0.7%
40	Oc1ccc(Cl)cc1-c1cc(-c2ccco2)[nH]n1
→ -39%[inhibitor], ?, 2%, 1.0, -6%, 11%, i, -44%, ?
41	Cc1cc(C)c(NC(=O)Cn2nc3c(cc2=O)CCCC3)c(C)c1
→ -17%, -12%, ., ., -4%, ., ., -3%, 1.0%
42	COc1ccc(C(CC(=O)O)NC(=O)c2ccccc2[N+](=O)[O-])cc1 (stereo not drawn)
→ -2%, 2%, 5%, 2.6, -1%, 10%, i, -4%, -0.5%
43	CCN1CCN(c2cc(C(C)C)nc3c(-c4ccccc4)c(C)nn23)CC1
→ -20%, ?, 2%, -2.7, -21%, -13%, i, -94%, 10%
44	O=C(CC1CC2CCC1C2)N1CCN(S(=O)(=O)c2ccccc2C(F)(F)F)CC1 (stereo not drawn)
→ 27%, -29%, 0%, -3.9, 0%, ?, i, -22%, -0.3%
45	CCOc1ccc(-c2nnn(CC(=O)N3CCN(c4ccc(F)cc4)CC3)n2)cc1OCC
→ -3%, -1%, 1%, 0.4, 13%, 2%, i, 1%, -0.2%

The list goes on, starting with the last three of the part before.
Below each SMILES – Abeta rescue, TGFb inhibitor, Mm-Cpn inhibitor, CCT modulator, A549 viability, Nrf2 inh, Akt phos inh, HepG2 tox, Nrf2 ARE act
43	CCN1CCN(c2cc(C(C)C)nc3c(-c4ccccc4)c(C)nn23)CC1
→ -20%, ?, 2%, -2.7, -21%, -13%, i, -94%, 10%
44	O=C(CC1CC2CCC1C2)N1CCN(S(=O)(=O)c2ccccc2C(F)(F)F)CC1 (stereo not drawn)
→ 27%, -29%, 0%, -3.9, 0%, ?, i, -22%, -0.3%
45	CCOc1ccc(-c2nnn(CC(=O)N3CCN(c4ccc(F)cc4)CC3)n2)cc1OCC
→ -3%, -1%, 1%, 0.4, 13%, 2%, i, 1%, -0.2%
46	Cc1nn(-c2ccccc2)c2c1cc1c(=O)[nH]c(=O)nc-1n2-c1cccc(C(F)(F)F)c1
→ -12%, 9%, ., ., 18%, ?, ., -7%, -0.3%
47	C=CCn1c(COc2ccccc2)nnc1SCC(=O)N/N=C/c1cc(Cl)ccc1O
→ -5%, ?, ., -1.1, -3%, ., i, -20%, -0.6%
48	COc1ccc(OC)c(NC(=O)CSc2ccc(-c3sc(C)nc3C)nn2)c1
→ -1%, ?, ., ., -23%, ., ., -26%, 4.7%
49	O=C1OCCC1Sc1nnc(-c2ccc3c(c2)OCO3)o1 (stereo not drawn)
→ -9%, 21%, 0%, -1.9, -1%, ?, i, 1%, -1.1%
